# Assay outcomes from PubChem BioAssay.
# NPSR antag – neuropeptide S receptor (human) antagonism, cAMP; Potency, µM (titrated, usually from 38.3 µM), inactives show at the highest dose activity change, negative = inhibition, most hits filed as inhibitors; CHO-NPSR cells, cAMP TR-FRET, antagonist mode; Q6W5P4; AID 1461; hit rate 1% among 220,000; note: potency is the fitted concentration of half-maximal effect; % is set by controls: 0 for no effect and ±100 for the full control effect; nearly all actives have a fitted effect of over 50% in size; many of its hits are not listed in these tables
# Target sequence (Q6W5P4 whole entry, looked up): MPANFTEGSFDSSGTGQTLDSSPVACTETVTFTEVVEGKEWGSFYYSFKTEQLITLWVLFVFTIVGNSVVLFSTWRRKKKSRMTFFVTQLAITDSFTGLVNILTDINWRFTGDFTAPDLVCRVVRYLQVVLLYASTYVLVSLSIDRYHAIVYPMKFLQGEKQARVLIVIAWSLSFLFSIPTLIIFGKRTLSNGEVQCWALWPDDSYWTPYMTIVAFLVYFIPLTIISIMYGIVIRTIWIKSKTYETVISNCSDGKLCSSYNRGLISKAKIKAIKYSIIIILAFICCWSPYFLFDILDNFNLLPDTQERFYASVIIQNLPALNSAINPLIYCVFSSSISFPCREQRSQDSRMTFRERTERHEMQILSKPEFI
# Epigenetic derep – regulators of epigenetic silencing causing reporter derepression in mouse cells; AID 1865; murine LDR cells, GFP reporter derepression, 30 h; Potency, µM (highest dose often 53.9 µM), for inactives: at the highest dose GFP activation, most hits filed as activators; hit rate 0.2% among 280,000; note: potency is the fitted concentration of half-maximal effect; % of control where 0% means no effect; nearly all actives have a fitted effect of over 60% in size
#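 Derepression of a silenced CMV-GFP reporter in murine LDR cells is scored by enumerating GFP-positive cells with a laser-scanning microplate cytometer after 30 hours of treatment at 37 C.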
# Tau FP inhib – blocks human tau fibril formation measured by polarization; hit rate 0.39% among 280,000; Potency, µM (highest dose often 57.7 µM), without a hit: at the top dose activity, negative = inhibition, hits mostly inhibitors; K18 P301L tau heparin fibrillization, Alexa594 FP, 6 h; P10636; note: potency is the fitted concentration of half-maximal effect; % is set by controls: 0 for no effect and ±100 for the full control effect; nearly all actives have a fitted effect of over 55% in size
# Target sequence (P10636 561-689 P618L limits assumed): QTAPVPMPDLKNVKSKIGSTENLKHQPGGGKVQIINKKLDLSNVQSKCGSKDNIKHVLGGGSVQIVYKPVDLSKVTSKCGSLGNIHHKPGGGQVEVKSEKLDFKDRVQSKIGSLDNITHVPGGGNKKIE
#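 Human K18 P301L fragment (15 uM unlabeled plus 0.24 uM Alexa 594-labeled) in 100 mM sodium acetate pH 7 with compound, aggregation induced by 20 uM heparin for 6 hr at 37 C. ThT (30 uM) added for 1 hr, then Alexa 594 FP read.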
# CBFb RUNX1 block – blocks binding between human CBF-beta and RUNX1; Potency, µM (titrated, usually from 59.8 µM), for the others: top-dose activity, negative = inhibition, actives largely listed as inhibitors; 230,000 tested, under 10 active; Q01196+Q13951; AlphaScreen CBFb-His/RUNX1-biotin binding, biochemical; note: % of control where 0% means no effect
#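 AlphaScreen proximity signal reports loss of binding between His-tagged CBF-beta and biotin-labelled RUNX1, each at 30 nM. Proteins are pre-associated for 20 minutes, compounds added for 15 minutes, then beads for 90 minutes, all at ambient temperature.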
# TR SRC2 fluor cs – counter-screen for TRb-SRC2 inhibitors: fluorescence interference; Potency, µM (series often up to 106 µM), for inactives: at the highest dose fluorescence change, negative = quenching; AID 1479; hit rate 0.29% among 280,000; TRb/SRC2 Texas Red total fluorescence interference; active = well fitted curve in either direction with a large enough effect; inconclusive = small, poorly fitted or top-dose-only effect; note: potency is the fitted concentration of half-maximal effect; % is set by controls: 0 for no effect and ±100 for the full control effect
#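 Human TRβ ligand-binding domain (0.6 uM) and Texas Red SRC2 peptide (20 nM) in Tris buffer with 1 uM T3 and 5% DMSO were incubated with pinned compound for 5 hr at ambient temperature. Total fluorescence was computed as S + 2P (555/632 nm).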
# GLA spleen mod – inhibitors or activators of human alpha-galactosidase in spleen homogenate; P06280; human spleen homogenate, 4MU-alpha-Gal fluorescence, 40 min; Potency, µM (highest dose often 80 µM), for the others: top-dose activity change, negative = inhibition, most hits filed as inhibitors; hit rate 0.008% among 240,000; AID 2107;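 note: potency is the fitted concentration of half-maximal effect; 0% = enzyme with vehicle and -100% = no enzyme basal signal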
# Target sequence (P06280 32-429 limits assumed): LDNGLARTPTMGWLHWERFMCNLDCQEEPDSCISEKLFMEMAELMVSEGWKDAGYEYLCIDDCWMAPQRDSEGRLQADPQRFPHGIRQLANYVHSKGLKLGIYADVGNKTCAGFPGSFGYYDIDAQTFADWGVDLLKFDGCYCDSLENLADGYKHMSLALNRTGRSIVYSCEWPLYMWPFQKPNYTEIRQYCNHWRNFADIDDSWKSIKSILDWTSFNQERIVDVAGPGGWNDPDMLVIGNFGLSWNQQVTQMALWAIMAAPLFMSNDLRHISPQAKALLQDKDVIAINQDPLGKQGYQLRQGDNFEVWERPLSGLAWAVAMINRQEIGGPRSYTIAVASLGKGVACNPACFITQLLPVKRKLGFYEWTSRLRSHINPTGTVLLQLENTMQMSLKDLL
#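 Human spleen homogenate (1 ug) was the enzyme source, with 4-methylumbelliferyl-alpha-D-galactopyranoside (1 mM final) in pH 5.0 citrate buffer with 0.01% Tween-20. Compounds were titrated; after 40 min at 37C, NaOH/glycine stop, 4-MU fluorescence read; AC50 from Hill fits.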
# Tau fluor cs – counter-screen for tau fibril formation inhibitors | tau K18 P301L (four-repeat tau fragment) Alexa594 fluorescence, heparin fibrillization | Potency, µM (series often up to 57.7 µM), for the others: top-dose activity change, negative = decrease | hit rate 0.93% among 280,000 | AID 1463; note: potency is the fitted concentration of half-maximal effect; % is set by controls: 0 for no effect and ±100 for the full control effect; nearly all actives have a fitted effect of over 55% in size
#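 Human K18 P301L tau (15 uM unlabeled plus 0.24 uM Alexa 594-labeled, final) in 100 mM sodium acetate pH 7 was mixed with compound and 20 uM heparin and incubated 6 hr at 37 C.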
# TRb-SRC2 inh – inhibitors of human thyroid hormone receptor beta-SRC2 interaction. Potency, µM (titrated, usually from 106 µM), for the others: top-dose activity change, negative = inhibition, most hits filed as inhibitors. TRbeta-SRC2 peptide binding, fluorescence polarization; receptor liganded with 1 µM T3. hit rate 0.065% among 280,000. P10828. AID 1469;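 note: potency is the fitted concentration of half-maximal effect; plate controls were bound peptide for no effect and peptide without receptor for full effect; nearly all actives have a fitted effect of over 50% in size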
#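 Binding of a 20-amino-acid Texas Red SRC2 peptide (20 nM) to TRb ligand-binding domain (0.6 uM) with agonist T3 at 1 uM was followed by fluorescence polarization after a 5 hr room-temperature incubation.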
# An asterisk follows results filed as active; ? = inconclusive; / = not tested or not shown; [ ] = remark or other dose. Unless noted, calls come from the whole dose curve; as a rule, active = well fitted curve in the direction sought with a large enough effect; inconclusive = small, poorly fitted or top-dose-only effect, or another doubt; inactive = no such curve, though single readings can be large; an effect the other way counts as inactive or inconclusive.
SMILES,NPSR antag,Epigenetic derep,Tau FP inhib,CBFb RUNX1 block,TR SRC2 fluor cs,GLA spleen mod,Tau fluor cs,TRb-SRC2 inh
CCCC(=O)NCCc1nc2ccccc2n1C,-7%[46.1 µM],-0.2%,-3%,1%,-3%,-1%,-2%,-2%
NC(=O)c1ccc(N=Cc2ccc([N+](=O)[O-])s2)cc1,-33%,?,-12%,-19%,3%,10%,-21%,5%
N/C(=N\OC(=O)c1ccco1)c1cccc(Br)c1,-9%[46.1 µM],-1.0%,-1%,9%,-4%,0%,-17%,-8%
CCCCCCc1nc2c(=O)[nH]c3ccccc3c2o1,-1%[46.1 µM],-1.0%,-3%,3%,-2%,5%,4%,-2%
O=[N+]([O-])c1ncn(Cc2c(Cl)cccc2Cl)n1,19%,-3.2%,1%,20%,-6%,8%,-3%,-2%
OCC1(Cc2ccccc2)CCN(Cc2cnc(-c3ccc(Cl)cc3)nc2)CC1,49%,-1.0%,1%,6%,-1%,-8%,-28%,-3%
CS(=O)(=O)NCCSCc1c(Cl)cccc1Cl,30%[46.1 µM],2.9%,3%,0%,-4%,-5%,-8%,-3%
O=C(CCc1nc2ccccc2c(=O)[nH]1)OCc1ccc(-c2ccccc2)cc1,-5%,-1.8%,-2%,6%,-1%,-11%,5%,-4%
Cc1cc(OCc2nn[nH]n2)c2c(C)c(CC(=O)O)c(=O)oc2c1,7%[46.1 µM],0.8%,0%,6%,-4%,4%,4%,-1%
Cc1ccc(Cl)cc1N1CCN(C(=O)c2sc3nc4n(c(=O)c3c2C)CCC4)CC1,/,0.8%,2%,/,-7%,/,-1%,-1%
CC(=O)Nc1ccc(Br)c2ccccc12,-25%,3.5%,-2%,4%,-1%,-2%,-2%,5%
CCN(CC)c1ccc(/C=C/c2nc3ccccc3s2)cc1,?,?,3%,11%,0%,-2%,?,-6%
CCC1=Nc2cc(C(=O)NCc3ccco3)ccc2Sc2ccc(Cl)cc21,-16%,0.0%,-2%,?,0%,4%,-24%,13%
CCC(=O)NC(=S)NNC(=O)c1ccc(NC(=O)c2ccccc2)cc1,-11%,-1.3%,-9%,-19%,-2%,4%,-11%,-2%
O=[N+]([O-])c1ccc(N2CCN(CCOCCO)CC2)c([N+](=O)[O-])c1,-19%,-1.1%,-4%,-4%,-3%,-8%,-7%,-2%
CC1=NN2C(=N)/C(=C\c3ccc(SCc4ccccc4)o3)C(=O)N=C2S1,-1%[46.1 µM],3.2%,-2%,-8%,-4%,5%,-12%,-6%
Cc1cccc(N2CCN(c3c(CN4CCCC4)c(=O)oc4ccccc34)CC2)c1C,/,-0.6%,-10%,/,-2%,/,-4%,8%
COc1cccc(NC(=S)NCc2ccco2)c1,2%,0.0%,-6%,-3%,0%,-14%,1%,-7%
CCN(c1ccc(OCC(=O)OCC(=O)c2c(N)n(C)c(=O)n(C)c2=O)cc1)S(=O)(=O)c1ccccc1,-8%,4.3%,-12%,-4%,-6%,-17%,?,-2%
CC1CC(NC(=O)N(C)C)N(C)C(=O)N1 (stereo not given),2%,0.2%,-5%,7%,-6%,-10%,-6%,2%
Cc1cc(N2CCCC2)nc(SCC(=O)c2ccccc2)n1,-22%[46.1 µM],0.8%,2%,0%,-3%,3%,-2%,7%
CCOc1ccc(C(=O)Nc2cccc(-c3cc4ccccc4oc3=O)c2)cc1[N+](=O)[O-],-16%[46.1 µM],-1.1%,?,-7%,-19%,-9%,?,24%
Cc1cccc(OCC(=O)NCc2ccc3c(c2)CCN3C(=O)c2ccccc2)c1,/,-1.3%,7%,/,-12%,/,-4%,-4%
O=C(c1ccc2c(c1)OCO2)C1CCCN(Cc2cn[nH]c2-c2cccc(F)c2)C1 (stereo not given),-28%,0.0%,2%,0%,-1%,-4%,8%,-4%
CCn1c(C)nc2cc(C(=O)N/N=C/c3cccc(OC)c3O)ccc21,-5%,-0.1%,4%,3%,1%,-6%,-25%,2%
SMILES,NPSR antag,Epigenetic derep,Tau FP inhib,CBFb RUNX1 block,TR SRC2 fluor cs,GLA spleen mod,Tau fluor cs,TRb-SRC2 inh
CCCS(=O)(=O)N1CCN(C(=O)c2cccs2)CC1,-1%[46.1 µM],-1.1%,4%,7%,-3%,0%,2%,2%
CC(=O)N1CCc2cc(S(=O)(=O)N3CCc4ccccc4C3)ccc21,4%[46.1 µM],0.0%,-12%,3%,-4%,7%,-5%,5%
CC1=NN(CCC#N)C(=O)/C1=C/c1ccc(N(C)C)cc1,2%,0.0%,-7%,-12%,-3%,-1%,-10%,-4%
CNC(=O)COc1ccccc1C(=O)Nc1ccc2c(c1)oc1ccccc12,-20%[46.1 µM],3.1%,?,5%,-1%,-2%,?,-11%
CC(C)(C)OC(=O)N1CCC(c2c(C(=O)N3CCN(C(=O)c4ccco4)CC3)cnn2-c2ccccc2Cl)CC1,/,-0.4%,-4%,/,?,/,-8%,1%
CCCCOc1ccc(C(=O)Nc2nnc3n2CCS3)cc1,/,?,-8%,/,-28%,/,-8%,1%
Cc1c(C(=O)N2CCOCC2)oc2c1C(=O)CC(C)(C)C2,-8%[46.1 µM],0.0%,4%,3%,2%,-5%,3%,-2%
COc1ccc(Br)cc1CNC(=O)CCc1nc(-c2ccccc2F)no1,-10%[46.1 µM],5.7%,10%,3%,1%,-3%,-1%,-4%
CC(C)(C)Nc1oc(-c2ccccc2)nc1-c1ccccc1F,/,-1.1%,?,11%,-2%,2%,-25%,3%
CC(=O)C1=C(c2ccc(Cl)c(Cl)c2)N(C(C)=O)n2cnnc2S1,/,7.0%,?,/,-2%,/,?,-4%
CCc1ccc(OS(=O)(=O)c2cn(C)c(=O)n(C)c2=O)cc1,12%,-2.5%,0%,5%,1%,8%,2%,7%
COC(=O)c1c(NC(=O)c2ccccc2)sc2c1CC(C)(C)OC2,-21%[46.1 µM],0.0%,4%,4%,0%,0%,-6%,-4%
COc1cc2nc3c4ccccc4n(CC#N)c3nc2cc1OC,1%[46.1 µM],3.7%,-9%,8%,-2%,-6%,-2%,9%
COc1ccc(C2C(C#N)=C(N)N3C(=C2C#N)Sc2ccccc23)cc1 (stereo not given),3%[46.1 µM],?,-8%,7%,-4%,-13%,-7%,3%
N#C/C(=C\c1ccc(-c2cccc(C(F)(F)F)c2)o1)C(=O)Nn1cnnc1,12%,-0.1%,15%,-4%,-4%,-2%,4%,8%
CCc1ccc(S(=O)(=O)c2cn(CC)c3cc(N4CCCCC4)c(F)cc3c2=O)cc1,/,-1.2%,-1%,/,-7%,/,-9%,0%
CNC(=S)N1CCN=C1Nc1nc(C)cc(C)n1,5%,-0.9%[10.1 µM],2%,5%,1%,1%,1%,-7%
CC[n+]1c(/C=C/Nc2ccccc2)oc2ccc(OC)cc21,-12%,13µM*,-7%,-3%,-2%,5%,-15%,1%
COC(=O)c1ccccc1NC(=O)CSc1nc(O)c(-c2ccccc2)c(=O)[nH]1,0%,2.1%,-13%,-9%,-3%,1%,-11%,7%
Cc1cc(=O)n2nc(N(C)CC(=O)NCc3ccc(Cl)cc3)sc2n1,/,-0.8%,-7%,/,-1%,/,-3%,11%
COc1cccc(CNC(=O)C2CCN(S(=O)(=O)c3ccc4c(ccn4C)c3)CC2)c1,/,-1.7%,-2%,/,?,/,-7%,3%
COc1ccccc1NC(=S)NN1CCN(C)CC1,7%,0.0%,-7%,-9%,2%,-7%,0%,-2%
CCC(C)c1ccccc1NC(=O)COC(=O)c1ccc(N2CCCC2)c([N+](=O)[O-])c1 (stereo not given),-13%,-1.1%,3%,-13%,-12%,-2%,-19%,1%
COc1ccc(Cl)cc1NC(=O)c1sc2nc(-c3ccc(OC)c(OC)c3)ccc2c1N,/,4.7%,4%,/,-21%,/,?,0%
O=C(CSc1nnc(CN2CCOCC2)n1-c1ccccc1)Nc1ccc(Cl)cc1,0%[46.1 µM],-0.8%,3%,-3%,-2%,5%,-2%,3%

# Shown with two lines to a compound: entries from further up.
# Below each compound – NPSR antag, Epigenetic derep, Tau FP inhib, CBFb RUNX1 block, TR SRC2 fluor cs, GLA spleen mod, Tau fluor cs, TRb-SRC2 inh
> CCCS(=O)(=O)N1CCN(C(=O)c2cccs2)CC1
→ -1%[46.1 µM], -1.1%, 4%, 7%, -3%, 0%, 2%, 2%
> CC(=O)N1CCc2cc(S(=O)(=O)N3CCc4ccccc4C3)ccc21
→ 4%[46.1 µM], 0.0%, -12%, 3%, -4%, 7%, -5%, 5%
> CC1=NN(CCC#N)C(=O)/C1=C/c1ccc(N(C)C)cc1
→ 2%, 0.0%, -7%, -12%, -3%, -1%, -10%, -4%
> CNC(=O)COc1ccccc1C(=O)Nc1ccc2c(c1)oc1ccccc12
→ -20%[46.1 µM], 3.1%, ?, 5%, -1%, -2%, ?, -11%
> CC(C)(C)OC(=O)N1CCC(c2c(C(=O)N3CCN(C(=O)c4ccco4)CC3)cnn2-c2ccccc2Cl)CC1
→ /, -0.4%, -4%, /, ?, /, -8%, 1%
> CCCCOc1ccc(C(=O)Nc2nnc3n2CCS3)cc1
→ /, ?, -8%, /, -28%, /, -8%, 1%
> Cc1c(C(=O)N2CCOCC2)oc2c1C(=O)CC(C)(C)C2
→ -8%[46.1 µM], 0.0%, 4%, 3%, 2%, -5%, 3%, -2%
> COc1ccc(Br)cc1CNC(=O)CCc1nc(-c2ccccc2F)no1
→ -10%[46.1 µM], 5.7%, 10%, 3%, 1%, -3%, -1%, -4%
> CC(C)(C)Nc1oc(-c2ccccc2)nc1-c1ccccc1F
→ /, -1.1%, ?, 11%, -2%, 2%, -25%, 3%
> CC(=O)C1=C(c2ccc(Cl)c(Cl)c2)N(C(C)=O)n2cnnc2S1
→ /, 7.0%, ?, /, -2%, /, ?, -4%
> CCc1ccc(OS(=O)(=O)c2cn(C)c(=O)n(C)c2=O)cc1
→ 12%, -2.5%, 0%, 5%, 1%, 8%, 2%, 7%

# Some of the compounds tested. The share of hits here may be higher or lower than overall.
